HCMV antiviral: blocks human cytomegalovirus replication. AID 1259415. activity change, negative = inhibition, % at 57.5 µM. HFF cells, HCMV-luciferase reporter, 72 h; active compounds read low. 410,000 compounds, 4.5% hits; in the data active means activity change below about -60%; inconclusive means no clear call, values can overlap the other calls; inactive means above about -39%
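Human foreskin fibroblasts infected with luciferase-reporter HCMV at MOI 1 PFU/cell, compounds at two doses. Luciferase measured 72 h post infection; normalized to buffer-only basal and Salinomycin (10uM) controls.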
Tb PYK inh: T. brucei pyruvate kinase inhibition; Q57TT1; 410,000 compounds, 0.12% hits; Potency, µM (titrated, usually from 76.8 µM), without a hit: at the top dose activity, negative = inhibition, hits mostly inhibitors; TbPYK enzyme, Kinase-Glo Plus ATP luminescence, 45 min; further: potency means the concentration at half of the fitted maximal effect; nearly all actives have a fitted effect of over 50% in size
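In this concentration-response screen, enzyme-free wells defined baseline while DMSO plates tracked drift. Each reaction combined TbPYK, substrate, compound and 130 uM ADP for 45 min at room temperature. Kinase-Glo Plus luminescence gave the signal.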
AmpC inh no detg: AmpC beta-lactamase inhibition without detergent; Potency, µM (top dose mostly 57.1 µM), for the others: top-dose activity change, negative = inhibition, most hits filed as inhibitors; AmpC nitrocefin hydrolysis, absorbance 480 nm, 0.0001% Triton; 330,000 compounds, 0.52% hits;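 further: potency means the concentration at half of the fitted maximal effect; plate controls were no compound for no effect and no enzyme for full effect; nearly all actives have a fitted effect of over 20% in size; some results filed as inactive show a strong effect at the top dose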
Target sequence (P00811 whole entry, looked up): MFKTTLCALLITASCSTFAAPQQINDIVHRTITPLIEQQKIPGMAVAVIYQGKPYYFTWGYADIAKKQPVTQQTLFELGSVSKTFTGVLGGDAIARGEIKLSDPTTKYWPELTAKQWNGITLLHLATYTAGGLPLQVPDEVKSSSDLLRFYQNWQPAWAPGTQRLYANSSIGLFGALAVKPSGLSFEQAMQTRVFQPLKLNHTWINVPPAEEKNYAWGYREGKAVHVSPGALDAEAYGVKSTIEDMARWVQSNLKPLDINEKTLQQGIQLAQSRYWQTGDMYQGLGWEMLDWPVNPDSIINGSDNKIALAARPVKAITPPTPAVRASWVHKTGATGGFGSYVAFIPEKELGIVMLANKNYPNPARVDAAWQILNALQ
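20 mM phosphate pH 7.0 + 0.01% (detergent screen) or 0.0001% Triton X-100; 5.3 nM AmpC reagent; cpd preinc 15 min RT; nitrocefin (800 uM stock) to start; A480 q20 s × 4 min; Activity was normalised to no-enzyme and no-compound control wells.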
LmPK inhibitor: blocks Leishmania mexicana pyruvate kinase activity. Q27686. purified LmPK, Kinase-Glo ATP luminescence, 1 h. 290,000 compounds, 0.37% hits. Potency, µM (doses to about 57.5 µM), without a hit: at the highest dose activity change, negative = inhibition, hits mostly inhibitors. AID 1721; further: potency means the concentration at half of the fitted maximal effect
Target sequence (Q27686 whole entry, looked up): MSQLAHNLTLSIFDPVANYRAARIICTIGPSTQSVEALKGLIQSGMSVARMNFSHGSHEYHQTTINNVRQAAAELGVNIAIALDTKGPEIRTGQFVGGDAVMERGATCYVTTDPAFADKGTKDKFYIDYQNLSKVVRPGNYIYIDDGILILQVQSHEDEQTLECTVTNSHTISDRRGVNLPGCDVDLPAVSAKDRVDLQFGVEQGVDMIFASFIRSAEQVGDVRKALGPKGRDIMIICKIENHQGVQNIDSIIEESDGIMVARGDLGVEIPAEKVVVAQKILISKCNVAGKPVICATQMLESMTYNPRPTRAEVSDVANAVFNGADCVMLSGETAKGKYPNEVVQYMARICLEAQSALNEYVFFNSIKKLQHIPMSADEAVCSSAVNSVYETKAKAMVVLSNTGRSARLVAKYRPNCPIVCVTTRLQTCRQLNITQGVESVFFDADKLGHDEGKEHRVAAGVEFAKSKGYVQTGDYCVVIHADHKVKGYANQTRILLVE
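In 50 mM imidazole pH 7.2 with 7 mM MgCl2, LmPK (0.1 nM) turned over PEP (0.5 mM) and ADP (0.1 mM) for 1 h at room temperature. Luciferase read-out of ATP.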
AMA1-RON2 inh: disrupts binding of P. falciparum AMA1 to RON2; AlphaScreen AMA1-biotinylated RON2 peptide binding; AID 720542; 360,000 compounds, 0.2% hits; Potency, µM (titrated, usually from 58.2 µM), for inactives: at the highest dose activity change, negative = inhibition, actives largely listed as inhibitors;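 further: potency means the concentration at half of the fitted maximal effect; 0% = vehicle wells and -100% = peptide control; nearly all actives have a fitted effect of over 45% in size; some results filed as inactive show a strong effect at the top dose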
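AMA1 (3D7) with his tag at 25 nM final met compounds first, then biotinylated RON2 peptide at 25 nM; detection used donor plus acceptor beads, 10 µg/mL apiece, read by AlphaScreen after 30 min at room temperature.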
Sm TGR inh: inhibitors of Schistosoma mansoni thioredoxin glutathione reductase | Q962Y6 | purified TGR, DTNB reduction, TNB absorbance 405 nm | Potency, µM (series often up to 114 µM), without a hit: at the top dose activity change, negative = inhibition, usual class: inhibitors | 360,000 compounds, 3% hits; further: potency means the concentration at half of the fitted maximal effect; nearly all actives have a fitted effect of over 60% in size
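First, TGR (20 nM dispensed) and NADPH were mixed with compound. Second, a 15 min room-temperature incubation followed. Third, further NADPH and then DTNB were added to start the reaction. Finally, TNB absorbance was monitored kinetically.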
AmpC detergent: inhibitors of E. coli AmpC beta-lactamase with detergent; AmpC hydrolysis of nitrocefin, absorbance 480 nm, 0.01% Triton; Potency, µM (top dose mostly 114 µM), for inactives: at the highest dose activity change, negative = inhibition, usual class: inhibitors; 370,000 compounds, 0.041% hits; P00811;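 further: potency means the concentration at half of the fitted maximal effect; 0% = no-compound wells and -100% = no-enzyme wells; nearly all actives have a fitted effect of over 25% in size; some results filed as inactive show a strong effect at the top dose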
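AmpC (5.3 nM in the dispensed reagent) in 20 mM phosphate pH 7.0 with 0.01% (detergent screen) or 0.0001% Triton X-100 was preincubated with compounds for 15 min at room temperature. Nitrocefin was then added from an 800 uM solution, and hydrolysis was followed at 480 nm.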
Active calls of the source: *; ? = inconclusive; / = no result given; & = joins results of further samples; [ ] = remark or other dose. Unless noted, the call rests on the fitted dose curve; in most records, active means well fitted curve in the direction sought with a large enough effect; inconclusive means small, poorly fitted or top-dose-only effect, or another doubt; inactive means no such curve, though single readings can be large; an effect the other way counts as inactive or inconclusive. Unless noted, on the % scale 0 is the no-effect control and ±100 the full control effect.

SMILES	HCMV antiviral	Tb PYK inh	AmpC inh no detg	LmPK inhibitor	AMA1-RON2 inh	Sm TGR inh	AmpC detergent
Nc1ccccc1SCc1cn2ccccc2n1	61	0%	-16%	-24%	-6%	-1%	-10%
Cc1csc(NC(=O)CSc2nc(C(C)C)nc3ccccc23)n1	-28	6%	-29%	2%	-9%	13%	3%
COC(=O)c1ccc(C)c(NC(=O)COC(=O)C2CC3CCCC(C2)C3=O)c1 (stereo not given)	-15	-4%	1%	/	1%	-15%	?
COC(=O)Cc1c(C)c2ccc(O)c(CN3CCCC(C)C3)c2oc1=O (stereo not given)	?	2%	-26%	-4%	6%	39%[activator]	-4%
Cc1cccc(C)c1NC(=O)COC(=O)c1nonc1N	-28	/	-4%	4%	19%	0%	-1%
O=C(Cn1cc([N+](=O)[O-])cn1)NCc1ccccc1Cl	-16	0%	/	/	20%	/	/
O=C(Nc1scc(-c2ccccc2)c1C(=O)O)c1ccc(F)cc1	66	-1%	-33%	-8%	-3%	-2%	?
COc1ccc(NC(=O)CS(=O)(=O)c2cccc(Cl)c2)cc1	12	-17%	-15%	0%	-2%	4%	1%
Fc1ccccc1N1CCN(c2ncc3c(n2)CCN(Cc2cc(Br)cs2)C3)CC1	-15	-6%	/	/	/	5%	14%
Cc1cc(NC(=O)COc2ccc3ccccc3c2)no1	46	-2%	-53%	4%	-2%	-2%	?
COc1cc2[nH]c3c(N4CCN(c5ccc(Cl)cc5)CC4)ncnc3c2cc1OC	?	0%	54%	7%	-13%	-10%	-16%
O=C(Cc1n[nH]c(=O)c2ccccc12)NC(c1ccccc1)c1ccccc1	9	13%	-6%	9%	14%	11%	-3%
Cc1cc(C)c2oc(=O)cc(CN3CCOCC3)c2c1	6	-7%	-14%	3%	-9%	-8%	-3%
CC(=O)c1ccc(S(=O)(=O)Nc2ccc(C(=O)N3CCC3)cc2)cc1	-13	-5%	-10%	/	18%	-20%	-13%
CN1C(=O)CCC(CCC(=O)O)(c2ccccc2O)C1=O (stereo not given)	-19	4%	0%	1%	1%	9%	?
Cc1oc(-c2ccc(Cl)cc2)nc1CN1CCC(C(=O)NCC2CCCO2)CC1 (stereo not given)	-14	-1%	56%	-1%	-10%	-16%	?
OCC1(Cc2ccc(F)cc2)CCCN(CCCC(F)(F)F)C1 (stereo not given)	7	3%	-1%	-3%	0%	0%	?
O=C(Nc1ccc(S(=O)(=O)N2CCCC2)cc1)c1ccc(Br)o1	-12	-3%	-25%	1%	6%	2%	-9%
O=C(NC1CCN(Cc2ccccc2)CC1)c1cn(-c2ccccc2)nc1-c1cccnc1	-25	0%	-5%	/	6%	1%	?
O=C1CC(C(=O)N2CCc3ccccc32)CN1c1ccccc1 (stereo not given)	27	2%	-14%	-1%	-10%	11%	1%
O=C(Cn1nc(-c2ccccc2)ccc1=O)Nc1cccc(NC(=O)c2ccccn2)c1	42	/	-21%	-4%	/	0%	2%
Cc1cc(C)c(S(=O)(=O)N2CCN(C(=O)CCOc3ccccc3C)CC2)c(C)c1	-13	3%	-21%	/	-1%[11.6 µM]	-7%	?
Cc1cccc(C2=NN(c3ccc(Br)cc3)[C@@H](C(=O)N3CCOC3=O)[C@@H]2c2ccc(F)cc2)c1	-29	1%	?	-2%	60%[activator]	-15%	-15%
Cc1ccc(OCCOC(=O)c2c(-c3ccccc3)noc2C)cc1	-7	0%	-15%	1%	30%	2%	-4%
Cc1cc(S(=O)(=O)n2ccnc2C(C)C)cc([N+](=O)[O-])c1C	5	-1%	/	/	/	2%	-4%
CCCS(=O)(=O)N1CCCC(C(=O)NCCN(Cc2ccccc2)C(C)C)C1 (stereo not given)	-3	1%	0%	1%	-12%	9%	-2%
CCC(Sc1nc(N)cc(N)n1)C(=O)O (stereo not given)	43	-24%	-16%	9%	1%	-21%	?
COc1ccc(NC2CCCN(C(=O)c3ccc4[nH]c(C)c(C)c4c3)C2)cc1 (stereo not given)	13	-7%	7%	-4%	-14%	-11%	-12%
CNC(=O)CNC(=O)Nc1ccc(Cl)c(Cl)c1	/	-17%	-29%	1%	-5%	/	3%
COc1ccc(C(=O)OC2CCCCC2CN(C)C)cc1 (stereo not given)	5	-6%	-7%	-1%	-2%	12%	-1%
Cc1nn(-c2ccccc2)nc1C(=O)OCC(=O)N1CCC(C)CC1	5	1%	29%	/	-2%	-8%	4%
O=C(NC(=O)N1CCCCCC1)c1ccc(Cl)cc1	-7	0%	-2%	-10%	-9%	-17%	6%
COc1ccc(CCN(C(=O)C(F)(F)F)C(C(=O)NC2CCCCC2)c2ccc(C)s2)cc1 (stereo not given)	-8	-5%	-14%	4%	-3%	7%	-3%
Cc1ccc(-c2nc3ccccc3c(=O)n2-c2nccs2)cc1	-31	0%	-30%	1%	6%	-3%	-2%
S=c1nc[nH]c2c1[nH]c1ccccc12	88	?	-4%	2%	36%[activator]	0%	2%
Cn1cnnc1SCC(=O)Nc1c(F)cc(F)cc1Br	12	1%	-6%	-4%	-3%	4%	4%
CC(=O)Nc1ccc(OC/C=C(\C)Cl)cc1	-2	-5%	-2%	-1%	-7%	-20%	?
Cn1c(NC(=O)/C=C/c2c(F)cccc2Cl)cc(=O)n(C)c1=O	-36	2%	-13%	-2%	-18%	0%	11%
O=C(Nc1ccn(Cc2c(F)c(F)cc(F)c2F)n1)c1ccc(COc2cc(Cl)ccc2Cl)o1	27	-1%	-29%	3%	-8%	-19%	-11%
COc1cccc(NP(=O)(Oc2ccc(Cl)cc2)Oc2ccc(Cl)cc2)c1	-1	1%	-35%	1%	5%	0%	-9%
COc1ccc(OCCN2CCC(C(=O)NC(c3ccc(Cl)cc3)c3cnccn3)CC2)cc1 (stereo not given)	8	-14%	/	/	-4%	/	/
COc1cc(OC)c(C(=O)OCC(=O)N2CC(=O)Nc3ccccc32)cc1OC	-22	-7%	-14%	1%	-1%	-5%	2%
O=C(CCn1cnc2onc(-c3ccc(F)cc3)c2c1=O)Nc1cccc(C(F)(F)F)c1	-86*	-3%	/	/	/	0%	22%
CC(NC(=O)Nc1cccnc1)(C(F)(F)F)C(F)(F)F	-6	-4%	-14%	2%	-4%	0%	-3%
O=C(Nc1ccccc1)C1=C[C@H](c2coc3ccccc3c2=O)C[C@H](OCc2ccc(CO)cc2)O1	-1	-1%	8%	7%	-5%	2%	-7%
S=C(Nc1ccc2c(c1)OCCO2)Nc1ccccc1Cl	45	-6%	-14%	2%	-8%	?	5%
CC(=O)OCC(=O)Nc1ccccc1OC(F)F	31	1%	-16%	9%	-7%	13%	0%
CN(C)c1ccc([N+](=O)[O-])cc1C(=O)NCC(c1ccco1)N(C)C (stereo not given)	24	-6%	-5%	9%	10%	-10%	1%

Entries of single compounds, quoted from the list.
Profile of `O=C(Nc1ccn(Cc2c(F)c(F)cc(F)c2F)n1)c1ccc(COc2cc(Cl)ccc2Cl)o1` → HCMV antiviral = 27; Tb PYK inh = -1%; AmpC inh no detg = -29%; LmPK inhibitor = 3%; AMA1-RON2 inh = -8%; Sm TGR inh = -19%; AmpC detergent = -11%
Profile of `COc1cc(OC)c(C(=O)OCC(=O)N2CC(=O)Nc3ccccc32)cc1OC` → HCMV antiviral = -22; Tb PYK inh = -7%; AmpC inh no detg = -14%; LmPK inhibitor = 1%; AMA1-RON2 inh = -1%; Sm TGR inh = -5%; AmpC detergent = 2%
Profile of `S=c1nc[nH]c2c1[nH]c1ccccc12` → HCMV antiviral = 88; Tb PYK inh = ?; AmpC inh no detg = -4%; LmPK inhibitor = 2%; AMA1-RON2 inh = 36%[activator]; Sm TGR inh = 0%; AmpC detergent = 2%

Next section:
SMILES	HCMV antiviral	Tb PYK inh	AmpC inh no detg	LmPK inhibitor	AMA1-RON2 inh	Sm TGR inh	AmpC detergent
CCCc1nn(C)c2c(=O)[nH]c(-c3cc(S(=O)(=O)N(CCO)CCO)ccc3OCC)nc12	-23	-3%	40%	-4%	-9%	79%[activator]	6%
CCOc1ccccc1NC(=O)NNS(=O)(=O)c1ccc([N+](=O)[O-])cc1	37	1%	-32%	0%	10%	4%	?
CC(C)(C)n1nnnc1C(c1cc2ccccc2o1)N1CCOCC1 (stereo not given)	23	4%	/	/	3%	/	/
O=c1oc2c(F)cc(F)cc2cc1S(=O)(=O)c1ccc(F)cc1	42	-6%	/	/	/	-21%	15%
O=c1[nH]c2c(c(=O)n1Cc1ccccc1)CCC2	4	3%	-21%	-5%	16%	1%	-6%
Cn1c(CCN2CCCCC2)nc2cc(NC(=O)C3CCCCC3)ccc21	49	2%	-12%	-4%	-10%	-3%	-3%
CC(=O)c1ccc(NC(=O)CN2CCC(NC(=O)C3CCCCC3)CC2)cc1	-9	-3%	-8%	2%	16%	-1%	1%
Fc1cccc(NC(=S)NNc2ccccc2)c1	?	-10%	-33%	0%	24%	-26%	-4%
Cc1ccc(NC(=O)CS(=O)CC(=O)N(CC(=O)NC2CCCC2)c2ccc3c(c2)OCCO3)cc1 (stereo not given)	-33	-6%	100%[activator]	5%	7%	?	0%
CCN(CC)CCc1c(C)[nH]c(C(=O)OCc2ccccc2)c1C	-40	-13%	-7%	2%	-7%	-12%	-13%
CCOc1ccc(C(=O)NCC(=O)OCC(=O)NC2CCCC2)cc1	17	-2%	-7%	1%	12%	-1%	2%
CCCC(=O)Nc1cccn(Cc2ccccc2Br)c1=O	-9	-16%	-17%	0%	-5%	?	?
COc1ccc(NC(=O)CS(=O)(=O)c2cn(CC(=O)N3CCOCC3)c3ccccc23)cc1OC	-15	?	27%	-1%	3%	-10%	1%
CN(CC(=O)NC1CCCC1)S(=O)(=O)c1cnc[nH]1	-10	3%	-19%	0%	-6%	2%	-3%
COc1ccc(/C=N/NC(=O)c2c(Br)cnn2C)c2ccccc12	-23	1%	20%	-4%	9%	7%	4%
CCC1Oc2ccccc2N(CC(=O)NCCCN2CCOCC2)C1=O (stereo not given)	13	1%	/	/	2%	/	/
COc1ccccc1C(=O)COC(=O)c1cccc(S(=O)(=O)N2CCCC2)c1	21	-2%	-34%	0%	2%	-4%	-4%
Cc1cc(N2CCN(c3ccc(F)cc3)CC2)nc(-c2ccccc2)n1	?	-12%	9%	1%	-22%	1%	-6%
Cc1cccc(C)c1OCC(=O)Nc1ncn[nH]1	6&1	-7%&6%	-14%	-2%	14%	3%&8%	?

Screens as filed in PubChem BioAssay.
